Bioassay records: PubChem, several laboratories
Rac1 wt modul: human Rac1 wildtype GTP binding, inhibitors and activators; AID 757; 190,000 compounds, 0.27% hits; GTP binding activity (% of control), % at 10 µM; GST-Rac1 beads, fluorescent GTP binding, flow cytometry; actives lie on both sides; 0 = cold GTP competed, 100 = untreated; P63000;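 active means GTP binding activity at least 20 points away from the 100% control level, either lower or higher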
Cdc42 wt: human Cdc42 wildtype GTP binding change, either direction | P60953 | GST-Cdc42 beads, Bodipy-GTP binding, flow cytometry; actives lie on both sides | percent activity (GTP binding), % at 10 µM | 190,000 compounds, 0.2% hits | AID 761;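 active means percent activity GTP binding at least 20 points away from the 100% baseline, either down as inhibitor or up as activator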;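 further: median bead fluorescence of bound Bodipy-FL-GTP at 100 nM; 0% = excess unlabeled GTP control and 100% = no compound control; below 100% means less GTP binding so inhibitor and above means activator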
Target sequence (P60953 whole entry, looked up): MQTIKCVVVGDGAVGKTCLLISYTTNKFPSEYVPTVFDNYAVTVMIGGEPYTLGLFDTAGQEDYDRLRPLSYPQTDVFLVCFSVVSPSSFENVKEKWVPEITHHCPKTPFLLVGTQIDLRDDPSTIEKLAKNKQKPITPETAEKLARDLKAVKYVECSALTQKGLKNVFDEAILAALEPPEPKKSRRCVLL
Mcl1 Bid PPI: Mcl-1/Bid interaction inhibition; inhibition, % at 21.7 µM; TR-FRET Mcl-1/Bid-Dy647 peptide binding, 1536-well; 220,000 compounds, 0.97% hits; Q07820;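 active means compounds that cut the binding signal by more than half at the single screening dose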;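 further: His-tagged Mcl-1 with europium anti-His antibody binding Bid BH3 peptide; 0% = Mcl-1 plus peptide wells and 100% = peptide-only wells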
Target sequence (Q07820 whole entry, looked up): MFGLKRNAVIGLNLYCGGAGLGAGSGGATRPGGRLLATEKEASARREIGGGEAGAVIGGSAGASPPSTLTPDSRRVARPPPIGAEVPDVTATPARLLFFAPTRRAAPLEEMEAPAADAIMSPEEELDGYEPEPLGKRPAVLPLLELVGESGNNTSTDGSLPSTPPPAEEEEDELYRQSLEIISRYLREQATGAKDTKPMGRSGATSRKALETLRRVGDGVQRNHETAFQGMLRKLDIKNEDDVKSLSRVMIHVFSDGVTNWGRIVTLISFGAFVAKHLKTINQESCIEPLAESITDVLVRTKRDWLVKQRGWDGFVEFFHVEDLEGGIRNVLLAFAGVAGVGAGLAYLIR
Avidin bead fluor: compound fluoresces at 488/530 nm on avidin beads; compound fluorescence 488/530 nm, flow cytometry; stronger effect = higher value; fluorescence (KMESF) at 10 µM; 220,000 compounds, 0.38% hits; in the data active means fluorescence above about 47; further: inactives centre near 10
Rab2A wt mod: changes GTP binding to wildtype dog Rab2A, up or down. GST-Rab2 wt beads, Bodipy-GTP binding, flow cytometry. GTP binding activity, % at 10 µM. 190,000 compounds, 0.19% hits;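 active means GTP binding activity at least 20 points away from 100%, either lowered or raised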;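 further: 0% = beads with excess unlabeled GTP and 100% = no-compound control corrected for plate trend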
Pf gamet viab: P. falciparum stage V gametocyte viability inhibition. AID 743093. P. falciparum stage V gametocytes, ATP luminescence, 24 h. 150,000 compounds, 0.065% hits. inhibition, % at 10.9 µM;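 active means inhibition above the mean plus 3 SD of compounds within the control limits, set per campaign, cut at about 38% in these data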;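 further: 0% = DMSO wells and 100% = medium only without gametocytes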
Rab7 wt GTP bind: modulators of GTP binding to dog Rab7 wildtype GTPase; GST-Rab7 beads, fluorescent GTP binding, flow cytometry; actives lie on both sides; untreated = 100%, excess cold GTP = 0%; GTP binding activity (percent of control), % at 10 µM; 190,000 compounds, 0.055% hits; AID 758;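 active means fluorescent GTP binding to Rab7 beads changed by at least 20 points from the 100% baseline, either direction, mostly lower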;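 further: median green fluorescence of bound Bodipy-FL-GTP per Rab7 bead population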
HRas wt GTP bind: human HRas wildtype GTP binding, change in either direction; 190,000 compounds, 0.14% hits; GTP binding activity, % at 10 µM; GST-Ras wt beads, Bodipy-FL-GTP binding, flow cytometry; actives lie on both sides; P01112;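 active means GTP binding activity at least 20% away from the 100% baseline, either lowered as inhibitor or raised as activator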;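 further: 0% = unlabeled GTP competition control and 100% = no-compound control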
Target sequence (P01112 whole entry, looked up): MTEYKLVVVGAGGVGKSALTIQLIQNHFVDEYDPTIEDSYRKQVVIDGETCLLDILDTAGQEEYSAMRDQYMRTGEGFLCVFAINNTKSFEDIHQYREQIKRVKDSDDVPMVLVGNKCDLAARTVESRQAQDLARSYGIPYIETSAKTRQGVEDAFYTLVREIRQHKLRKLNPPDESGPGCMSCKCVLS
Rac1 mut GTP: alters GTP binding to activated mutant human Rac1; 190,000 compounds, 0.11% hits; percent activity (GTP binding), % at 10 µM; GST-Rac1 activated beads, fluorescent GTP binding, flow cytometry; actives lie on both sides; 100% means binding = to untreated wells; AID 764;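 active means GTP binding at least 20 percentage points away from the 100% baseline, in either direction, so actives lie on both sides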
GSH bead fluor: GSH bead compound fluorescence profile. GSH beads flow cytometry, compound fluorescence 488/530 nm; stronger effect = higher value. fluorescence (KMESF) at 10 µM. 190,000 compounds, 0.25% hits. AID 1776; in the data active means fluorescence above about 89;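 further: glutathione beads carrying GST-tagged Bcl family fusion proteins plus one bare bead set; values are compound well signal with DMSO vehicle wells as background; inactives centre near 16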
Mcl1-Noxa inh: disrupts binding of human Mcl-1 to Noxa peptide; Q07820; TR-FRET Mcl-1/Noxa peptide binding, 2 h; inhibition, % at 21.7 µM; 220,000 compounds, 1.5% hits;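 active means compounds that cut the protein-peptide binding signal by more than 50% relative to plate controls in a single-dose test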;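 further: His-tagged Mcl-1 with rhodamine Noxa BH3 peptide and terbium anti-His antibody; 0% = Mcl-1 plus Noxa peptide wells and 100% = peptide-only wells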
Active calls of the source: *.

`CN(c1ccc(C(=O)NCCSC(C)(C)C)cc1)S(C)(=O)=O` gave Rac1 wt modul 104.0, Cdc42 wt 101.0, Mcl1 Bid PPI -1.8, Avidin bead fluor 14, Rab2A wt mod 101.0, Pf gamet viab -5.1, Rab7 wt GTP bind 102.0, HRas wt GTP bind 99.0, Rac1 mut GTP 100.0, GSH bead fluor 34 and Mcl1-Noxa inh -8.1.
`C/C(=N\NC(=S)Nc1cccc(C)c1)c1ccccc1` gave Rac1 wt modul 100.0, Cdc42 wt 96.0, Mcl1 Bid PPI -60.3, Avidin bead fluor 14, Rab2A wt mod 97.0, Rab7 wt GTP bind 100.0, HRas wt GTP bind 98.0, Rac1 mut GTP 98.0, GSH bead fluor 20 and Mcl1-Noxa inh -20.1.
`CCCCC(=O)N/N=C(\C)CC(=O)Nc1cc(Cl)ccc1OC` gave Rac1 wt modul 101.0, Cdc42 wt 104.0, Mcl1 Bid PPI -12.5, Avidin bead fluor 8, Rab2A wt mod 99.0, Rab7 wt GTP bind 98.0, HRas wt GTP bind 102.0, Rac1 mut GTP 97.0, GSH bead fluor 15 and Mcl1-Noxa inh 1.6.
O=C(Cc1ccc(-n2cccc2)cc1)N1CCc2ccccc21 was read as Rac1 wt modul 103.0, Cdc42 wt 102.0, Mcl1 Bid PPI -57.6, Avidin bead fluor 3, Rab2A wt mod 101.0, Pf gamet viab 14.4, Rab7 wt GTP bind 103.0, HRas wt GTP bind 103.0, Rac1 mut GTP 99.0, GSH bead fluor 44 and Mcl1-Noxa inh 28.8.
Screening COc1ccc(C(=O)C(/C=N/O)=N/Nc2ccc(F)cc2)cc1 returned Rac1 wt modul 97.0, Cdc42 wt 94.0, Mcl1 Bid PPI -18.6, Avidin bead fluor 8, Rab2A wt mod 103.0, Pf gamet viab 25.6, Rab7 wt GTP bind 108.0, HRas wt GTP bind 98.0, Rac1 mut GTP 92.0, GSH bead fluor 25 and Mcl1-Noxa inh 15.4.
For CCOc1ccc(CC(=O)Nc2ccc(-c3ccc4nnc(C)n4n3)cc2)cc1 the results were Rac1 wt modul 93.0, Cdc42 wt 94.0, Mcl1 Bid PPI -6.8, Avidin bead fluor 9, Rab2A wt mod 91.0, Pf gamet viab -19.1, Rab7 wt GTP bind 93.0, HRas wt GTP bind 92.0, Rac1 mut GTP 91.0, GSH bead fluor 24 and Mcl1-Noxa inh 7.5.
For CCC(C)NC(=O)CSc1nnc(-c2ccncc2)n1-c1ccc(OC)cc1 (stereo not given) the results were Rac1 wt modul 99.0, Cdc42 wt 101.0, Mcl1 Bid PPI -10.9, Avidin bead fluor 8, Rab2A wt mod 103.0, Pf gamet viab 26.3, Rab7 wt GTP bind 97.0, HRas wt GTP bind 101.0, Rac1 mut GTP 99.0, GSH bead fluor 21 and Mcl1-Noxa inh 15.4.
CCOC(=O)c1cccc(NC(=O)CS(=O)(=O)Cc2nc(-c3cccc(OC)c3)oc2C)c1 was read as Rac1 wt modul 94.0, Cdc42 wt 95.0, Mcl1 Bid PPI -5.1, Avidin bead fluor 15, Rab2A wt mod 96.0, Pf gamet viab 5.5, Rab7 wt GTP bind 98.0, HRas wt GTP bind 98.0, Rac1 mut GTP 94.0, GSH bead fluor 28 and Mcl1-Noxa inh 15.4.
`COc1cccc(Nc2ncnc3nc[nH]c23)c1` gave Rac1 wt modul 110.0, Cdc42 wt 104.0, Mcl1 Bid PPI -16.8, Avidin bead fluor 8, Rab2A wt mod 102.0, Rab7 wt GTP bind 100.0, HRas wt GTP bind 101.0, Rac1 mut GTP 101.0, GSH bead fluor 27 and Mcl1-Noxa inh 8.2.
Screening CSc1ccccc1NC(=O)Cn1nc([N+](=O)[O-])cc1C returned Rac1 wt modul 96.0, Cdc42 wt 94.0, Mcl1 Bid PPI -37.2, Avidin bead fluor 13, Rab2A wt mod 95.0, Pf gamet viab -6.3, Rab7 wt GTP bind 94.0, HRas wt GTP bind 95.0, Rac1 mut GTP 94.0, GSH bead fluor 11 and Mcl1-Noxa inh 21.2.
Cc1ccc(C(=O)N2CCCC2)c(F)c1F was read as Rac1 wt modul 100.0, Cdc42 wt 98.0, Mcl1 Bid PPI -32.3, Avidin bead fluor 11, Rab2A wt mod 96.0, Rab7 wt GTP bind 99.0, HRas wt GTP bind 99.0, Rac1 mut GTP 98.0, GSH bead fluor 12 and Mcl1-Noxa inh 9.1.
For Cc1cc(Cl)c(S(=O)(=O)Nc2cc(S(=O)(=O)N3CCOCC3)ccc2F)cc1OCC(N)=O the results were Rac1 wt modul 96.0, Cdc42 wt 95.0, Mcl1 Bid PPI 7.2, Avidin bead fluor 8, Rab2A wt mod 97.0, Pf gamet viab -13.7, Rab7 wt GTP bind 101.0, HRas wt GTP bind 97.0, Rac1 mut GTP 96.0, GSH bead fluor 31 and Mcl1-Noxa inh 12.8.
`O=c1c2sccc2nc(SCc2cc(=O)n3cc(Br)ccc3n2)n1Cc1ccccn1` gave Rac1 wt modul 104.0, Cdc42 wt 99.0, Mcl1 Bid PPI -26.5, Avidin bead fluor 11, Rab2A wt mod 97.0, Pf gamet viab -3.8, Rab7 wt GTP bind 96.0, HRas wt GTP bind 99.0, Rac1 mut GTP 103.0, GSH bead fluor 14 and Mcl1-Noxa inh -4.7.
Screening O=C1NC(Cc2c[nH]c3ccccc23)C(=O)N1c1ccc(F)cc1 (stereo not given) returned Rac1 wt modul 106.0, Cdc42 wt 106.0, Mcl1 Bid PPI 1.8, Avidin bead fluor 6, Rab2A wt mod 104.0, Rab7 wt GTP bind 104.0, HRas wt GTP bind 103.0, Rac1 mut GTP 100.0, GSH bead fluor 44 and Mcl1-Noxa inh 9.4.
Screening O=C(NCCCn1ccnc1)c1cc2c(s1)CCCCC2 returned Rac1 wt modul 94.0, Cdc42 wt 96.0, Mcl1 Bid PPI -23.1, Avidin bead fluor 37, Rab2A wt mod 94.0, Rab7 wt GTP bind 93.0, HRas wt GTP bind 97.0, Rac1 mut GTP 93.0, GSH bead fluor 13 and Mcl1-Noxa inh 5.5.
Screening COc1nc(C)nc2c1sc(=S)n2C returned Rac1 wt modul 106.0, Cdc42 wt 98.0, Mcl1 Bid PPI 2.0, Avidin bead fluor 10, Rab2A wt mod 101.0, Rab7 wt GTP bind 102.0, HRas wt GTP bind 100.0, Rac1 mut GTP 97.0, GSH bead fluor 17 and Mcl1-Noxa inh 2.9.
Screening O=C(NCc1ccccc1)c1ccc(-c2ccccc2F)o1 returned Rac1 wt modul 98.0, Cdc42 wt 103.0, Mcl1 Bid PPI -17.1, Avidin bead fluor 10, Rab2A wt mod 96.0, Pf gamet viab -16.6, Rab7 wt GTP bind 100.0, HRas wt GTP bind 101.0, Rac1 mut GTP 92.0, GSH bead fluor 47 and Mcl1-Noxa inh -1.0.
`CN(C)c1ccc(NC(=O)c2cnsn2)cc1` gave Rac1 wt modul 99.0, Cdc42 wt 99.0, Mcl1 Bid PPI -52.8, Avidin bead fluor 13, Rab2A wt mod 99.0, Pf gamet viab 3.7, Rab7 wt GTP bind 104.0, HRas wt GTP bind 101.0, Rac1 mut GTP 96.0, GSH bead fluor 11 and Mcl1-Noxa inh 14.1.
Screening COc1cccc(C(=O)OCC(=O)Nc2ccccc2N2CCOCC2)c1 returned Rac1 wt modul 102.0, Cdc42 wt 104.0, Mcl1 Bid PPI -20.8, Avidin bead fluor 6, Rab2A wt mod 103.0, Pf gamet viab 1.3, Rab7 wt GTP bind 105.0, HRas wt GTP bind 105.0, Rac1 mut GTP 100.0, GSH bead fluor 25 and Mcl1-Noxa inh 6.4.
`CCN1CC2([N+](=O)[O-])CC=C(OC)C([N+](=O)[O-])(C1)C2` (stereo not given) gave Rac1 wt modul 101.0, Cdc42 wt 96.0, Mcl1 Bid PPI -31.4, Avidin bead fluor 4, Rab2A wt mod 96.0, Rab7 wt GTP bind 101.0, HRas wt GTP bind 97.0, Rac1 mut GTP 98.0, GSH bead fluor 18 and Mcl1-Noxa inh -2.4.
For Cc1cc2c3c(c1)C(C)(c1ccccc1)CC(C)(C)N3C(=O)C21C(C#N)=C(N)OC2=C1C(=O)CC(C)(C)C2 (stereo not given) the results were Rac1 wt modul 105.0, Cdc42 wt 103.0, Mcl1 Bid PPI -23.4, Avidin bead fluor 15, Rab2A wt mod 101.0, Rab7 wt GTP bind 103.0, HRas wt GTP bind 102.0, Rac1 mut GTP 99.0, GSH bead fluor 39 and Mcl1-Noxa inh -5.4.
`COc1cccc(-c2nc(CCl)cs2)c1` gave Rac1 wt modul 92.0, Cdc42 wt 93.0, Mcl1 Bid PPI -9.4, Avidin bead fluor 28, Rab2A wt mod 91.0, Pf gamet viab 2.4, Rab7 wt GTP bind 90.0, HRas wt GTP bind 89.0, Rac1 mut GTP 89.0, GSH bead fluor 59 and Mcl1-Noxa inh 11.3.
`COC(=O)C1=C(C)NC(=O)/C1=C/c1ccc(CNS(=O)(=O)c2ccc(C)cc2)o1` gave Rac1 wt modul 100.0, Cdc42 wt 98.0, Mcl1 Bid PPI -25.9, Avidin bead fluor 3, Rab2A wt mod 100.0, Pf gamet viab -19.0, Rab7 wt GTP bind 106.0, HRas wt GTP bind 97.0, Rac1 mut GTP 97.0, GSH bead fluor 9 and Mcl1-Noxa inh 15.1.
`CCn1c(CN2CCN(c3cccc(C)c3C)CC2)n[nH]c1=S` gave Rac1 wt modul 103.0, Cdc42 wt 105.0, Mcl1 Bid PPI -6.3, Avidin bead fluor 11, Rab2A wt mod 101.0, Pf gamet viab 2.7, Rab7 wt GTP bind 97.0, HRas wt GTP bind 101.0, Rac1 mut GTP 101.0, GSH bead fluor 21 and Mcl1-Noxa inh 8.9.
Screening CN1C(=S)SC(/[N+]([O-])=C\c2cccs2)C1(C)C (stereo not given) returned Rac1 wt modul 116.0, Cdc42 wt 105.0, Mcl1 Bid PPI -24.3, Avidin bead fluor 10, Rab2A wt mod 100.0, Pf gamet viab -22.7, Rab7 wt GTP bind 98.0, HRas wt GTP bind 103.0, Rac1 mut GTP 101.0, GSH bead fluor 22 and Mcl1-Noxa inh 13.6.
`Cc1nc2sc(C(=O)Nc3ccccc3)c(N)c2c(C)c1[N+](=O)[O-]` gave Rac1 wt modul 93.0, Cdc42 wt 97.0, Mcl1 Bid PPI -4.2, Avidin bead fluor 16, Rab2A wt mod 99.0, Pf gamet viab -7.6, Rab7 wt GTP bind 101.0, HRas wt GTP bind 98.0, Rac1 mut GTP 97.0, GSH bead fluor 12 and Mcl1-Noxa inh 14.3.
